APJ antag – APJ receptor antagonism; CHO-K1 APJ beta-arrestin complementation, luminescence; inhibition, % at 20 µM; actives 0.32% (n = 330,000); AID 2521;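 active = inhibition above about 40% at 20 µM, limit read from the data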;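 also: cells challenged with 10 nM apelin-13 agonist together with compound; plate controls were apelin-13 plus DMSO wells for no effect and DMSO wells lacking apelin-13 for full effect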
Target sequence (P35414 whole entry, looked up): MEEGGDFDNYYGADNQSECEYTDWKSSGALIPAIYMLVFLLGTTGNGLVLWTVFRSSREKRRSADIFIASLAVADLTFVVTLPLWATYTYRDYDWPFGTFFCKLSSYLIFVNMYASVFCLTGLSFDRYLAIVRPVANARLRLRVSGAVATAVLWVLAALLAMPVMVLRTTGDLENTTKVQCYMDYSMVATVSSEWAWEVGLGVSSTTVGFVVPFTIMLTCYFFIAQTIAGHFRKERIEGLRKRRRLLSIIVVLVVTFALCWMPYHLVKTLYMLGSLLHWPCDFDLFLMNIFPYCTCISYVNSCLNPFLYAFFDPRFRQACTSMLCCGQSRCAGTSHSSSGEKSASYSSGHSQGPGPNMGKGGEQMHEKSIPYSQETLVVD
XBP1 UPR activ – activators of adaptive arm of unfolded protein response (XBP1); CHO-XBP1 luciferase reporter, IRE1-XBP1 UPR activation, luminescence; percent of tunicamycin response, DMSO as zero; activation, % at 20 µM; actives 0.33% (n = 330,000); AID 463104;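 active = versus positive control, 20 µM dose yields 30% or more activation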;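 also: 100% = tunicamycin at 10 µg/mL and 0% = DMSO only wells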
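Material: CHO cell line with stable XBP1 luciferase reporter; buffer or medium: F12 medium containing 10% fetal bovine serum; compound: single point, 20 µM final compound, 1% DMSO; incubation: 6 h treatment, 37 °C; measured by: glow luminescence from Steady-Glo reagent; evaluation: activation, % of tunicamycin; control set: tunicamycin high, DMSO low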
TIM10 inh – TIM10 yeast growth inhibition; inhibition, % at 10 µM; actives 1.4% (n = 330,000); S. cerevisiae TIM10 strain growth, BacTiter-Glo luminescence, 24 h;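 active = inhibition of 40% or more at the single tested concentration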;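 also: wild-type TIM10 isogenic control strain grown at permissive 25 °C; 0% = DMSO yeast wells and 100% = minimal medium wells without yeast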
tim23-1 inh – growth inhibitors of tim23-1 mutant yeast; S. cerevisiae tim23-1 growth, BacTiter-Glo luminescence, 24 h; inhibition, % at 20 µM; actives 1.3% (n = 330,000); AID 463212;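 active = growth inhibition of the mutant yeast at or above 50%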;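 also: temperature-sensitive mutant grown at 25 °C; plate controls were DMSO-treated mutant yeast for no effect and medium wells lacking yeast for full effect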
tim10-1 inh – growth inhibitors of tim10-1 mutant yeast; S. cerevisiae tim10-1 ts strain growth, BacTiter-Glo, 24 h; inhibition, % at 20 µM; actives 2.2% (n = 330,000); AID 463190;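 active = inhibition of at least 40%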;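 also: mutant grown at 25 °C; 0% = DMSO wells with yeast and 100% = wells holding no yeast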
APJ agonist – agonists of human APJ apelin receptor. CHO-K1 APJ PathHunter beta-arrestin, luminescence; 0% DMSO wells, 100% apelin. actives 0.11% (n = 330,000). AID 2520. P35414. activation, % at 20 µM;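 active = activation more than six SD over the plate average, tested at 20 µM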;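 also: 0% = DMSO alone and 100% = apelin-13 at 10 nM; some results filed as inactive read as strong as hits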
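Material: CHO-K1 APJ beta-arrestin complementation cell line; Input: cell density 1000 per well; Incubation: compound stimulation 90 min at 25 °C, detection 60 min; Signal: luminescence from split beta-galactosidase complementation, Galacton Star/Emerald II substrate; Controls: DMSO-only wells as negative, 10 nM Apelin-13 as positive control.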
Mdm2 MdmX PPI – inhibitors of human Mdm2/MdmX interaction; actives 3% (n = 330,000); inhibition, % at 8 µM; O15151+Q00987; AID 485346; SaOS-2 split-luciferase Mdm2/MdmX complementation, luminescence;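 active = inhibition of at least 50% at 8 µM in the primary screen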
CXCR6 block – blocks human CXCR6 beta-arrestin recruitment. actives 0.36% (n = 360,000). inhibition, % at 20 µM. O00574. AID 602244. CHO-K1 PathHunter CXCR6 beta-arrestin, luminescence; in the data active = inhibition above about 34%, passing the limit was not always enough;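 also: antagonist mode with CXCL16 agonist at 10 nM final; 0% = 10 nM CXCL16 with DMSO and 100% = unstimulated wells without agonist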
Target sequence (O00574 whole entry, looked up): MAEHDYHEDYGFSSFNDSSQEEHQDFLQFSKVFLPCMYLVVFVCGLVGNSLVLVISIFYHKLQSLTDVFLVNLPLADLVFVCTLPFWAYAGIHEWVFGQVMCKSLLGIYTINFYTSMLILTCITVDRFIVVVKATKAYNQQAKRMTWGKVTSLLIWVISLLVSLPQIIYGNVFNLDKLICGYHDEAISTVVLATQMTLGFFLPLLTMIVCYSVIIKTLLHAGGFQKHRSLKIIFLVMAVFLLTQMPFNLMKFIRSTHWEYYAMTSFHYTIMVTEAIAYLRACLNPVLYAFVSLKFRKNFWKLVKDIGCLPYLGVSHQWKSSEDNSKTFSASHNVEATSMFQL
UPR CHOP act – apoptotic UPR (CHOP) activation | CHO-CHOP luciferase reporter, luminescence; percent of tunicamycin response over DMSO baseline | activation, % at 10 µM | actives 0.34% (n = 330,000);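 active = at 10 µM dose, activation of 40% or more, normalized to positive control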;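 also: 100% = tunicamycin at 10 µg/mL and 0% = DMSO alone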
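assay system = CHO CHOP reporter cells | amount = 500 CHO-CHOP cells per well | buffer or medium = F12 with 10% FBS | incubation = 16-18 h cell attachment, then 6 h compound exposure, 37 °C | detection = luminescence read with Steady-Glo | read-out = percent activation relative to tunicamycin control | controls = tunicamycin high control, DMSO low control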
Active calls of the source: *; . = not tested or not shown.

SMILES | APJ antag | XBP1 UPR activ | TIM10 inh | tim23-1 inh | tim10-1 inh | APJ agonist | Mdm2 MdmX PPI | CXCR6 block | UPR CHOP act
CCc1nnc(NS(=O)(=O)c2ccc(NC(=O)COc3ccc4ccccc4c3)cc2)s1 | -23 | -3 | 0 | 21 | 23 | -3 | 8 | 1 | -2.2
CCC(=O)c1ccc(OCC(=O)OCC(=O)NC2CCCCCCC2)cc1 | 3 | -3 | 9 | 24 | 16 | -1 | 6 | 7 | 0.9
CN(CCOc1ccccc1)C(=O)C1CCC(=O)N(CCCN2CCOCC2)C1 (stereo unspecified) | -15 | 0 | 7 | 16 | 14 | 7 | 3 | 4 | 0.0
COCCN(C(=O)COC(=O)CSc1ccc(Cl)cc1)c1c(N)n(CC(C)C)c(=O)[nH]c1=O | 7 | 0 | 13 | 20 | 15 | 8 | 24 | -1 | 3.7
Cc1c(CN(C)CCc2ccccc2)c(=O)n(-c2ccccc2)n1C | 5 | 1 | 15 | 11 | 16 | 2 | 10 | -2 | -1.8
Cc1cccc(NC(=O)Nc2c(C)[nH]c(=O)[nH]c2=O)c1C | 3 | -4 | -7 | 13 | 21 | -3 | 0 | 0 | 1.3
Cn1nc(C(=O)Nc2ccccc2Cl)cc1C(=O)Nc1ccccc1Cl | 10 | 0 | 8 | -9 | -6 | -3 | 46 | -7 | 1.5
CCCCN(C)C(=O)c1nc2ccccn2c1CN1CCN(c2ccccn2)CC1 | 11 | -2 | 4 | 15 | 18 | -5 | 12 | 4 | -1.7
CCNC(=O)CSc1nnc(CN2CCCCCC2=O)n1-c1ccccn1 | -7 | -2 | -8 | 5 | 6 | -2 | 7 | 5 | 0.1
COc1cccc(-c2nc(CS(=O)(=O)CC(=O)N3CCN(c4ccccn4)CC3)c(C)o2)c1 | -1 | -2 | -1 | 4 | 6 | 4 | 9 | -1 | -0.5
CCCCC(=O)OCc1nc2ccccc2s1 | -5 | 4 | 7 | 8 | 13 | -3 | -9 | 10 | 3.0
CCCN(CCC)CCCNC(=O)c1nn(-c2cccc(OC)c2)c(=O)c2ccccc12 | 7 | -3 | -1 | 15 | 10 | -2 | 4 | 3 | 0.8
CCOc1ccc2[nH]c(=O)c(CN(CCCO)C(C)=O)cc2c1 | 32 | -1 | 1 | 0 | -6 | -2 | 2 | -10 | -1.0
Cn1c(=O)c2c(-c3ccccc3)n(CCCN3CCOCC3)cc2n(C)c1=O | -5 | -1 | -6 | -4 | -6 | 0 | 5 | 11 | 1.3
Cc1cc(C(=O)NNC(=O)c2c(-c3c(Cl)cccc3Cl)noc2C)no1 | -1 | -3 | 6 | 10 | 12 | -8 | 3 | 3 | -0.1
CCOC(=O)O[C@]1(C(=O)OCCl)CC[C@H]2[C@@H]3CCC4=CC(=O)C=C[C@]4(C)[C@H]3[C@@H](O)C[C@@]21C | 5 | 1 | 7 | 5 | 11 | 1 | 15 | . | 4.8
O=C(Nc1ccccc1C(=O)N/N=C/c1ccco1)c1ccc(F)cc1 | 11 | -5 | 31 | 60* | 42* | -2 | 18 | -5 | 1.5
COc1ccccc1-c1cn[nH]c1-c1ccc(OCc2ccc([N+](=O)[O-])cc2)cc1O | -35 | 42* | -1 | 2 | 7 | -5 | 33 | 14 | -0.9
CCOC(=O)C1CCN(S(=O)(=O)CCNC(=O)c2ccc3c(c2)OCO3)CC1 | 34 | -3 | 3 | 6 | 4 | 2 | 9 | 8 | 0.6
Cn1c2ccccc2c2c(C(=O)N3CCN(c4ccccc4)CC3)cn(C3CCCC3)c(=O)c21 | 1 | -1 | 28 | 34 | 39 | 3 | 9 | 10 | -2.6
CCCc1nc(C)cc(N2CCN(c3ccccc3)CC2)n1 | 1 | -1 | 17 | 13 | 29 | 2 | -29 | -13 | 1.5
CCOC(=O)/C=c1\s/c(=C\c2ccc3cc(OC)ccc3c2)c(=O)n1CC(=O)NCC1CCCO1 (stereo unspecified) | -6 | 371* | -13 | 5 | -5 | -3 | 74* | 0 | 86*
CC1C/C(=C\c2ccccc2[N+](=O)[O-])c2nc3ccccc3c(C(=O)O)c2C1 (stereo unspecified) | 2 | 1 | -7 | 5 | 7 | 4 | 4 | 5 | 1.6
Cc1ccc(NS(=O)(=O)c2ccc(C(=O)NCc3ccccn3)cc2)cc1 | 4 | -4 | -12 | 7 | -8 | -2 | 21 | 6 | 1.8
CCOC(=O)C1CCN(C(=O)c2sccc2Cl)CC1 | 0 | 0 | -11 | 8 | -21 | -4 | 5 | -1 | 0.2
COc1ccc(C(CNC(=O)Cc2ccc3ccccc3c2)N(C)C)cc1 (stereo unspecified) | -2 | -2 | 2 | 5 | 7 | -1 | 2 | 4 | 0.4
COc1ccc([N+](=O)[O-])cc1NC(=O)c1ccc(Br)s1 | 25 | -1 | 11 | 4 | 22 | -2 | 20 | 3 | -0.1
COc1ccc(Cl)cc1C(=O)Nn1c(-c2cccs2)nc2ccccc2c1=O | 5 | 2 | 36 | 18 | 11 | -2 | 24 | 0 | -1.2
COC(=O)c1c(NC(=O)CSc2nc(-c3ccco3)cc(C(F)(F)F)n2)sc2c1CCCC2 | 19 | 0 | 5 | 10 | 4 | -5 | 25 | 0 | 1.2
COc1ccc(NS(=O)(=O)c2ccc3c(c2)N(C(C)=O)CCO3)c(OC)c1 | -12 | -2 | -14 | -9 | 11 | -2 | -1 | 5 | 2.6
CCN(CC)S(=O)(=O)c1ccc(-n2c(=O)c(C(C)C)c(C)n2C)cc1 | 4 | -1 | 2 | 19 | 22 | -1 | 31 | -7 | -0.8
Cc1ccc(OCC(=O)NCCCNC(=O)c2cnccn2)cc1C | 1 | -4 | -14 | 3 | 1 | -2 | 5 | -2 | -0.9
Cc1ccc(CS(=O)Cc2ccc(C(=O)N3CCN(c4ccccn4)CC3)o2)cc1 (stereo unspecified) | 5 | -7 | 8 | 14 | 24 | -3 | 22 | -6 | -0.2
Cc1ccc(NC(=O)CCS(=O)(=O)c2ccc(Br)s2)cc1 | 11 | 2 | 13 | 22 | 1 | -2 | -10 | 0 | 2.6
CN1CCN(Cc2oc(CO)cc(=O)c2O)CC1 | 11 | 1 | 1 | 3 | 7 | 0 | 33 | 2 | 0.6
CC(C)(C)NC(=O)C1CCN(S(=O)(=O)c2cccc3nsnc23)CC1 | 13 | -1 | 8 | -7 | -7 | -4 | 18 | -5 | 0.6
COc1ccc2nc(NC(=O)CSC3=NCCS3)sc2c1 | 41* | 3 | -7 | 21 | -39 | -3 | 8 | 0 | 3.4
O=C(Nc1ncc(Cc2cccc([N+](=O)[O-])c2)s1)c1ccco1 | -4 | 4 | 17 | 3 | 2 | -2 | -32 | 6 | 3.7
CCN1CCN(S(=O)(=O)c2ccc(C(=O)Nc3sc4c(c3C(N)=O)CCN(CC)C4)cc2)CC1 | -3 | -5 | -7 | -23 | -7 | 1 | 3 | 5 | 0.6
O=C(Cc1ccsc1)NCC(=O)Nc1ccc(F)c(F)c1 | -10 | -3 | 1 | 21 | 4 | 5 | 12 | 4 | 3.0

Of the compounds above, these have bromine.
SMILES | APJ antag | XBP1 UPR activ | TIM10 inh | tim23-1 inh | tim10-1 inh | APJ agonist | Mdm2 MdmX PPI | CXCR6 block | UPR CHOP act
COc1ccc([N+](=O)[O-])cc1NC(=O)c1ccc(Br)s1 | 25 | -1 | 11 | 4 | 22 | -2 | 20 | 3 | -0.1
Cc1ccc(NC(=O)CCS(=O)(=O)c2ccc(Br)s2)cc1 | 11 | 2 | 13 | 22 | 1 | -2 | -10 | 0 | 2.6

New compounds follow:
SMILES | APJ antag | XBP1 UPR activ | TIM10 inh | tim23-1 inh | tim10-1 inh | APJ agonist | Mdm2 MdmX PPI | CXCR6 block | UPR CHOP act
O=C1CSC(=Nc2cc(Cl)ccc2Cl)N1 | -13 | -4 | 0 | -28 | 5 | -2 | -4 | 1 | -1.8
Cc1ccc2nc(N3CCN(C)CC3)c(C=O)c(=O)n2c1 | 5 | 1 | -3 | 2 | 6 | -1 | -23 | 2 | 2.3
CC(C)(C)NC(=O)NC(=O)COC(=O)CCCc1c[nH]c2ccccc12 | 5 | 1 | 18 | 29 | 20 | -3 | 3 | 0 | -1.0
O=C(COC(=O)/C=C/c1cccc(Br)c1)NCc1ccco1 | 10 | 0 | 4 | 14 | 13 | -6 | 9 | -1 | -0.6
O=C(O)CCSc1nnc(COc2ccc([N+](=O)[O-])cc2)n1-c1ccccc1 | 1 | 0 | -8 | 1 | 5 | -1 | 5 | 8 | 2.2
Cc1cccc(C)c1NC(=O)CC(NCc1ccco1)C(=O)O (stereo unspecified) | 0 | -1 | 4 | 10 | -11 | -2 | 31 | -2 | 6.0
O=[N+]([O-])c1cc(C(F)(F)F)ccc1NCCNC(=S)Nc1ccc(Cl)cc1 | 17 | 6 | 56* | 81* | -32 | 0 | 89* | -1 | 2.4
O=C(Nc1ccccn1)C1CCCN(c2ncnc3c2nc2n3CCCCC2)C1 (stereo unspecified) | -3 | 0 | 6 | 22 | 21 | -6 | 12 | -6 | 0.7
Cn1c(=O)c2[nH]c(NCC3CCCO3)nc2n(-c2ccccc2)c1=O (stereo unspecified) | 4 | -2 | 0 | 9 | -11 | -3 | -11 | -5 | -1.3
CC(=O)OCC(=O)[C@@]1(O)[C@H](C)C[C@H]2[C@@H]3CCC4=CC(=O)C=C[C@]4(C)[C@@]3(F)[C@@H](O)C[C@@]21C | 1 | -8 | 0 | 3 | -22 | -3 | 8 | 2 | -2.2
Cc1ccc(-n2c(-c3ccccc3)cc(=O)nc2C)cc1 | -11 | 1 | 12 | 9 | 11 | -2 | 13 | 0 | -0.1
Cc1noc(/C=C/c2ccc(-c3ccccc3Cl)o2)c1[N+](=O)[O-] | -28 | 6 | 24 | 1 | 5 | -2 | 38 | -8 | 7.0
O=C(NCCN1CCOCC1)c1cccc(S(=O)(=O)Nc2ccc(F)cc2)c1 | 24 | -3 | 7 | -8 | -9 | -1 | 10 | -2 | 0.9
c1cncc(-c2nn3c(Cn4cnc5ccccc54)nnc3s2)c1 | 28 | 6 | 15 | 19 | 12 | -7 | -7 | -4 | 0.2
CC(=O)Oc1ccc2nc(CN3C(=O)c4ccc([N+](=O)[O-])cc4C3=O)oc(=O)c2c1 | -3 | -1 | 8 | 1 | 4 | 0 | 16 | -8 | -0.3
Cc1ccc(S(=O)(=O)N(C)c2ccc(OCC(=O)Nc3nc4ccccc4s3)cc2)cc1 | 4 | 1 | 16 | 25 | 24 | 8 | -36 | 5 | 4.6
Cn1c(=O)c2c(c3ccccc31)OC(C)(C)CC2 | 8 | 2 | -4 | -3 | -6 | -2 | 8 | -4 | 1.0
CCC(NC(=O)c1ccccc1NC(=O)c1ccco1)C(=O)O (stereo unspecified) | -10 | -3 | -13 | -2 | -14 | -5 | 9 | 2 | -0.6

Screening results: PubChem BioAssay, Sanford-Burnham Center for Chemical Genomics

Not all compounds are listed; the hit share may differ from the screen's.
